# Giardia kill – Giardia lamblia killing | Giardia lamblia trophozoite viability | activity change, % at 7.66 µM, hits read low | 340,000 tested, 0.15% active; in the data active = activity change below about -80%; inconclusive = between about -30% and that limit;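 note: parasites exposed to compound for two days anaerobically before the ATP read; % is set by controls: 0 for no effect and ±100 for the full control effect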
#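 Compounds were tested on trophozoites seeded at 100 cells/well and held 48 hrs at 37 deg C anaerobically. An ATP-based luminescent kit measured the remaining live cells.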
# Menin-MLL TR inh – inhibitors of human menin-MLL interaction, mutant MLL peptide | AID 1768 | Menin + Texas Red MLL mutant peptide, fluorescence polarization | Potency, µM (series often up to 61.6 µM), for the others: at the highest dose FP activity change, negative = inhibition, usual class: inhibitors | O00255 | 270,000 tested, 0.23% active; active = well fitted inhibition curve with a large enough effect in the polarisation, with a control signal flat, not every such curve was filed as active; inconclusive = small, poorly fitted or top-dose-only effect, or effect the other way, or a change in a side signal; inactive = no such curve, though single readings can be large or run the other way; the % refers to the polarisation; note: potency is the fitted concentration of half-maximal effect; % of control where 0% means no effect; many of its hits are not listed in these tables
# NPC1 promoter act – activators of NPC1 promoter; Huh7 NPC1 promoter luciferase reporter, 24 h; Potency, µM (highest dose often 9.22 µM), inactives show top-dose activation, most hits filed as activators; 320,000 tested, 2.4% active; AID 485313;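 note: potency is the fitted concentration of half-maximal effect; % of control where 0% means no effect; nearly all actives have a fitted effect of over 60% in size; reporter is driven by a mutant NPC1 promoter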
#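 Huh7 cells stably carrying NPC1 promoter–luciferase, plated in Opti-MEM with 10% FBS for 2 h, were exposed to compound in DMSO for 24 h at 37 °C; luciferase reagent was added for 10 min and luminescence read.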
# FLuc modulator – counter-screen for miR-21 project: firefly luciferase inhibitors or activators; Potency, µM (titrated, usually from 57.5 µM), for inactives: at the top dose activity change, negative = inhibition, actives largely listed as inhibitors; P08659; 360,000 tested, 6.9% active; purified FLuc, Km substrates, luminescence inhibition;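 note: potency is the fitted concentration of half-maximal effect; plate controls were vehicle for no effect and reference inhibitor for full effect; nearly all actives have a fitted effect of over 55% in size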
# Target sequence (P08659 whole entry, looked up): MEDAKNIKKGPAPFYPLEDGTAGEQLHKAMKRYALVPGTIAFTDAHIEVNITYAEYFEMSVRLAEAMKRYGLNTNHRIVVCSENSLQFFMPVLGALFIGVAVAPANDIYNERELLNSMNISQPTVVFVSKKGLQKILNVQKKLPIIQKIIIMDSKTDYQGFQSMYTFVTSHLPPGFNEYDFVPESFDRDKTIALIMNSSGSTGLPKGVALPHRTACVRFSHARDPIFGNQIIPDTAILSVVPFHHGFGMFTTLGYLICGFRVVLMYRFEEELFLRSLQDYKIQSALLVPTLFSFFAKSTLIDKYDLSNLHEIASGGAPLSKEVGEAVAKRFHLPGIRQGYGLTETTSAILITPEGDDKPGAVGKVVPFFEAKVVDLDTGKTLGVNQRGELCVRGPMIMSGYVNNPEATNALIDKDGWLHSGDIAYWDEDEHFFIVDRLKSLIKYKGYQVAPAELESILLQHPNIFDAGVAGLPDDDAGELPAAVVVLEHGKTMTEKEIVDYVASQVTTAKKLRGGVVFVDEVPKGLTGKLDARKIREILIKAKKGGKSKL
#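 Purified P. pyralis luciferase, 10 nM final, with Km-level 10 uM D-luciferin and 10 uM ATP in 50 mM Tris acetate pH 7.5, 10 mM Mg acetate, 0.01% Tween-20, 0.05% BSA; 6-point qHTS titration about 60 µM downward; luminescence read.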
# PKM2 act – PKM2 (human) enzyme activation; P14618; purified PKM2, Kinase-Glo ATP luminescence, activation; response scale: 0% is enzyme alone, no compound; Potency, µM (series often up to 57.5 µM), without a hit: at the highest dose activation, actives largely listed as activators; 260,000 tested, 0.34% active; AID 1631; note: potency is the fitted concentration of half-maximal effect; % is set by controls: 0 for no effect and ±100 for the full control effect; nearly all actives have a fitted effect of over 55% in size
# Target sequence (P14618 whole entry, looked up): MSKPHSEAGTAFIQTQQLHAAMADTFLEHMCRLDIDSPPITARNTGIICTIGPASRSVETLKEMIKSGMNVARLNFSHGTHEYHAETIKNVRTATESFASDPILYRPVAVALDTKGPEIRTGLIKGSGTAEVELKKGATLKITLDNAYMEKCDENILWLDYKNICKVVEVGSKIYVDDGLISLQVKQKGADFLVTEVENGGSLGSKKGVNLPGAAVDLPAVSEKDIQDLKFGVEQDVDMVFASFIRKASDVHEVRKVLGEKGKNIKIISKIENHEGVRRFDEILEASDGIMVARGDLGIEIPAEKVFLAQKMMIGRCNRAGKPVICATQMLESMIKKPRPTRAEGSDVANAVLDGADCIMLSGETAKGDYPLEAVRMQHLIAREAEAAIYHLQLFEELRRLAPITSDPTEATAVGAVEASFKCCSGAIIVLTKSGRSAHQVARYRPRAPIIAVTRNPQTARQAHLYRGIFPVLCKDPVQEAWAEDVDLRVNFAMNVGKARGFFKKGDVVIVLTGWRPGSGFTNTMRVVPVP
#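 hPK-M2, >95% pure; 0.1 mM ADP / 0.5 mM PEP final; imidazole pH7.2 buffer w/ 7 mM MgCl2, 50 mM KCl; 1 h RT; Kinase-Glo lum. Intermediate enzyme activity for dual inhibitor/activator qHTS.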
# VP16 counter – Gal4-VP16 reporter inhibition counter-screen | Potency, µM (titrated, usually from 53.6 µM), inactives show at the highest dose activity, negative = inhibition, actives largely listed as inhibitors | 310,000 tested, 3.5% active | AID 2546 | Drosophila S2 Gal4-VP16 UAS-luciferase, luminescence, 20 h;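 note: Gal4-VP16 expression switched on by copper sulfate through the metallothionein promoter; potency is the fitted concentration of half-maximal effect; % is set by controls: 0 for no effect and ±100 for the full control effect; nearly all actives have a fitted effect of over 50% in size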
# Rab9 prom act – Rab9 promoter activation. Huh7 Rab9 promoter-luciferase reporter, luminescence, 24 h. Potency, µM (series often up to 9.22 µM), without a hit: at the top dose activation, negative = inhibition, most hits filed as activators. 320,000 tested, 2.8% active; note: potency is the fitted concentration of half-maximal effect; % of control where 0% means no effect; nearly all actives have a fitted effect of over 60% in size
#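 Rab9 promoter-driven luciferase in stably transfected Huh7 cells; 1500 cells/well rested 2 h, exposed to compound in DMSO for 24 h at 37 °C, 5% CO2. Luminescence read 10 min after adding luciferase reagent at ambient temperature.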
# RORgamma inh – ROR gamma (mouse) transcription inhibition. P51450. Drosophila S2 Gal4-RORgamma UAS-luciferase reporter, 20 h. Potency, µM (titrated, usually from 53.6 µM), inactives show at the highest dose activity change, negative = inhibition, usual class: inhibitors. 310,000 tested, 5.4% active. AID 2551; note: potency is the fitted concentration of half-maximal effect; % is set by controls: 0 for no effect and ±100 for the full control effect; nearly all actives have a fitted effect of over 60% in size
#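 Stably transfected Drosophila Schneider cells are the test system, with ROR gamma fused to Gal4 and luciferase under UAS control; luminescence is read after 20 hr of 700 uM copper sulfate induction at ambient temperature.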
# BRCA1 expr up – increases BRCA1 expression; MCF7-BRCA1-FFLuc reporter, luminescence, 48 h; response scale: scaled: vehicle 0%, 10 µM genistein 100%; Potency, µM (titrated, usually from 46.1 µM), without a hit: at the highest dose activation, actives largely listed as activators; 380,000 tested, 1.1% active; note: potency is the fitted concentration of half-maximal effect; nearly all actives have a fitted effect of over 80% in size; some results filed as inactive show a strong effect at the top dose
#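 First, MCF7-BRCA1-FFLuc cells (2000/well) attach for 2 h; next, compounds are pin-added and incubated 48 h at 37 °C; finally, luciferase reagent is added and luminescence read after 15 min.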
# ELG1 genotoxic – genotoxicity induction in ELG1-luciferase HEK293T cells; HEK293T ELG1-luciferase reporter, luminescence, 16 h; Potency, µM (highest dose often 46 µM), for the others: at the top dose activity change, positive = activation, usual class: activators; 330,000 tested, 1.3% active; AID 504466; note: potency is the fitted concentration of half-maximal effect; % of control where 0% means no effect; nearly all actives have a fitted effect of over 60% in size
#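 Step 1: seed 2,000 HEK293T ELG1-luciferase cells per well. Step 2: add compound or DMSO, incubate 16 hr at 37 °C. Step 3: ONE-Glo, 30 min at room temperature, read luminescence.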
# p53 reactivator – re-activators of mutant p53 | H1299 p53-A138V BP100-luciferase reporter, luminescence, 24 h | Potency, µM (series often up to 92.2 µM), for the others: at the highest dose activity change, positive = activation, actives largely listed as activators | 320,000 tested, 0.063% active | AID 504706; note: potency is the fitted concentration of half-maximal effect; % of control where 0% means no effect; nearly all actives have a fitted effect of over 45% in size
#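 H1299 (p53-null), stable ts p53-A138V + BP100-Luc; 1000 cells/well, Opti-MEM/10% FBS; cpd 4 pt, 1:5; 24 h, 37 deg C, 5% CO2; detection reagent 10 min RT; luminescence.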
# An asterisk follows results filed as active; u = inconclusive; x = no result given; & = joins results of further samples; [ ] = another dose, or the depositor's remark. Unless noted, calls come from the whole dose curve; as a rule, active = well fitted curve in the direction sought with a large enough effect; inconclusive = small, poorly fitted or top-dose-only effect, or another doubt; inactive = no such curve, though single readings can be large; an effect the other way counts as inactive or inconclusive. The list is partial; the hit share may differ from the screen's.
SMILES,Giardia kill,Menin-MLL TR inh,NPC1 promoter act,FLuc modulator,PKM2 act,VP16 counter,Rab9 prom act,RORgamma inh,BRCA1 expr up,ELG1 genotoxic,p53 reactivator
CCOC(=O)c1c(NC(=O)C2CCCO2)sc2c1CCC2 (configuration not stated),-4.5,-24.3%,x,3.2%,-3.4%,20.0%,x,17.5%,-6.5%,x,x
CCN1C(=O)c2ccccc2S(=O)c2ccc(C(=O)N3CCCCCC3)cc21 (configuration not stated),-17.8,-7.1%,0.7%,3.9%,0.8%,5.3%,-1.4%,9.7%,3.4%,0.3%,-1.3%
CCOC(=O)c1ccccc1OCc1cc(/C=N/n2cncn2)ccc1OC,-10.0,5.4%,-2.6%,4.8%,4.4%,-16.2%,-9.6%,u,-87.1%[inhibitor],-5.0%,3.6%
O=[N+]([O-])c1cc(/C=N/O)ccc1Oc1cccc(Cl)c1,-3.9,u,-8.1%,-13.4%,-6.7%,9.0%[10 µM],-11.9%,-9.7%,-3.2%,14.1%,14.3%
O=C(CSc1nnnn1-c1ccccc1)c1ccco1,7.3,-12.7%,u,16.9µM*,-0.6%,u,u,-6.5%,95.9%,u,-2.7%
Cc1cc(C)c(S(=O)(=O)c2ccc(F)cc2C)c(Cl)n1,0.3,-7.3%,-10.4%,2.6%,x,6.2%,-1.4%[1.84 µM],15.5%,-2.7%,-1.8%,-2.5%
Cc1cc(C)nc(SCC(=O)NC2=NN=C(c3ccc(Br)cc3)CS2)n1,-18.5,-1.1%,24.0%,-0.3%,16.1%,-95.9%,u,u,-74.3%,-2.2%,-6.9%
CCN(CC)C(=O)CSc1nc2cc3c(cc2c(=O)n1Cc1ccco1)OCO3,26.8,u,-5.3%,-3.6%,-4.9%,-6.3%,-9.6%,5.5%,-21.2%,-6.7%,1.6%
CCOC(=O)CNC(=S)N(CCCN1CCCCCC1)Cc1cccs1,18.7,-26.3%,-0.1%,-3.4%,-10.1%,3.8%,-2.6%,-1.9%,-16.7%,-2.0%,10.9%
O=C1c2ccccc2NC(c2c(Cl)cccc2Cl)N1Cc1ccccc1 (configuration not stated),-13.3,u,9.7%,-10.4%,-8.3%,-12.8%,4.1%,u,-89.3%[inhibitor],-12.2%,3.8%
Cc1cc(Br)c(NC(=O)c2ccccc2[N+](=O)[O-])cc1C,-16.6,10.4%,-9.4%,6.4%,-10.6%,-2.3%,-1.9%,-12.5%,10.2%,-1.1%,14.1%
CCOC(=O)CNC(=O)Nc1ccccc1C(=O)OC,-5.1,1.6%,0.3%,0.2%,-3.6%,-5.0%,3.2%,1.4%,-9.4%,-9.4%,-0.5%
O=C(N[C@@H](Cc1ccccc1)C(=O)OCc1ccccc1)c1nc[nH]c1C(=O)N1CCN(c2ccccc2)CC1,10.7,x,-2.5%,2.2%,-18.0%,u,-1.7%,10µM*,-4.4%,-0.6%,-11.7%
CN(CCc1nc2ccccc2[nH]1)Cc1nc(CC2CC2)no1,6.6,-9.7%,-6.9%,-3.2%,-5.4%,-6.7%,-10.0%,-22.6%,-22.0%,-3.8%,2.1%
Cc1cc(NC(=O)c2ccc(Cl)cc2)ccc1NC(=O)c1ccccc1Cl,14.8,2.2%,4.1%,12µM*,-2.2%,-26.0%,15.8%,-1.5%,5.9%,-6.0%,u
Cc1ccc(NC(=O)CSc2nc3ccccc3c(=O)n2CCCC(=O)NCCCN2CCOCC2)cc1,-4.7,-18.6%,-3.7%,-5.6%,-7.7%,-10.5%[10 µM],0.7%,u,-6.7%,3.6%,3.5%
CSc1ncccc1C(=O)OCC(=O)c1cccc(Br)c1,-24.7,20.4%,5.7%,u,16.7%,7.9%,1.8%,0.0%,-0.8%,0.1%,-3.7%
O=C1OC(c2ccco2)=N/C1=C\c1ccc(-c2cccc(C(F)(F)F)c2)o1,40.8[activator],0.5%,-0.3%,-2.7%,2.1%,u,0.8%,13.6%,0.8%,-0.2%,0.7%
COc1ccc(-c2cc(=O)oc3cc4occ(C)c4cc23)cc1,-8.2,-7.6%,1.4%,0.6%,-3.5%,-0.2%,-1.4%,0.5%,6.0%,-5.9%,-1.3%
CN(CC(=O)NCC(c1ccccc1)N1CCCC1)S(=O)(=O)c1ccc(Cl)cc1 (configuration not stated),3.8,x,0.0%,4.5%,x,x,-1.8%,x,-9.8%,2.0%,5.0%
Cc1ccccc1/C=N/NC(=O)Cn1cnc([N+](=O)[O-])n1,5.2,-1.3%,2.1%,8.1%,-0.1%,-2.5%,-1.3%,-28.2%,0.9%,2.2%,0.2%
CCC(CC)c1nnc(NC(=O)CN2C(=O)c3ccccc3C2=O)s1,6.6,53.8%[activator],-9.9%,-10.7%,-1.4%,1.8%,-8.8%,-5.9%,-18.8%,1.1%,0.5%
O=C1C2C3C=CC(C3)C2C(=O)N1Nc1ccc([N+](=O)[O-])cc1[N+](=O)[O-] (configuration not stated),u,9.6%,-2.7%,1.7%,-1.8%,1.3%,0.0%,-7.9%,-7.7%,-3.3%,14.7%
CCC1CCCCN1S(=O)(=O)c1ccc(NC(=O)C2CCN(C(=O)c3ccco3)CC2)cc1 (configuration not stated),2.7,x,-0.1%,1.2%,x,6.7%,-9.6%,9.1%,-65.5%,-16.4%,-2.4%
CCOC(=O)c1c(C)sc(Sc2ccc(Cl)cc2[N+](=O)[O-])c1OC,-15.6,x,-1.8%,-0.9%,-0.7%,0.3%,-3.5%,-34.9%,-34.0%,-11.8%,13.3%

# (next part)
SMILES,Giardia kill,Menin-MLL TR inh,NPC1 promoter act,FLuc modulator,PKM2 act,VP16 counter,Rab9 prom act,RORgamma inh,BRCA1 expr up,ELG1 genotoxic,p53 reactivator
Cc1cccn2cc(-c3cccc(S(=O)(=O)N4CC(C)OC(C)C4)c3)nc12 (configuration not stated),1.4,x,-1.6%,-11.9%,x,2.4%,-4.4%,-28.5%,3.4%,-9.3%,-3.6%
O=C(CSc1nnnn1-c1ccc(O)cc1)c1ccc(F)cc1,-15.0,x,-0.6%,-3.2%,2.5%,-26.0%,0.6%,-6.3%,43.8%,-6.2%,15.3%
C=CCc1ccc(OCCCCNC2CCCC2)c(OC)c1,1.9,-21.3%,-4.2%,-0.4%,-0.1%,0.6%,-15.0%,-0.7%,-47.9%,-10.5%,-5.0%
COc1ccc(C(=O)NCC(=O)NCC(c2ccco2)N(C)C)cc1OC (configuration not stated),-6.6,2.6%,2.5%,-2.0%,-2.7%,0.5%,-1.9%,13.6%,-26.1%,0.4%,-14.2%
O=C(Nc1ccc(N2CCCC2)cc1)c1ccccc1F,-21.9,-10.3%,0.501µM*,2.13µM*,3.4%,-8.4%,0.501µM*,10.9%,u,u,u
O=C(Nc1c2c(nn1-c1ccccc1)CS(=O)(=O)C2)c1ccccc1C(F)(F)F,-9.4,x,2.8%,1.2%,0.2%,-15.8%,4.8%,-9.5%,-4.4%,-1.5%,-14.6%
C=CCn1c(SCC(=O)NC2CCS(=O)(=O)C2)nc2scc(C3CC3)c2c1=O (configuration not stated),-6.2,-3.0%,-0.6%,-1.5%,1.1%,4.9%,-4.5%,6.6%[10 µM],3.0%,1.3%,-0.7%
CSc1nnc(-c2cc3c(s2)-c2ccccc2CC3)o1,-11.7,0.3%,11.8%,4.78µM*,-0.8%,-30.0%,u,1.26µM*,16.5%,u,2.1%
O=C(Cc1cccc(NC(=O)C2CCCN(C(=O)C3CCC3)C2)c1)Nc1cccc(C(=O)N2CCCC2)c1 (configuration not stated),-3.6,x,-0.2%,-3.3%,x,x,2.0%,x,0.0%,1.2%,-1.9%
COc1ccccc1-n1c(SCC(=O)Nc2ccc(C)cc2)nc(O)cc1=O,8.8,u,1.9%,-14.9%&5.2%,7.4%,-2.8%,-5.4%,-15.3%,9.7%,4.9%,0.9%
COc1ccc(CNC(=O)Cn2cccc2C(=O)c2ccccc2)cc1,6.5,-0.4%,u,u,x,15.3%,u,39.9%,11.2µM*,u,u
Cc1[nH]c(=O)c(C#N)c(C)c1[N+](=O)[O-],33.8[activator],x,-0.5%,-1.3%,-6.6%,-0.9%,-2.1%,31.5%,10.9%,-0.1%,2.8%
CN(Cc1ccccc1Cl)C(=O)C1CCC(=O)N(C2CCCCCC2)C1 (configuration not stated),-5.7,0.1%,-1.5%,5.8%,-0.7%,-1.1%,-2.9%,29.2%,5.9%,1.4%,x
FC(F)(F)c1ccc(Cl)c(-n2c(Cc3cccs3)n[nH]c2=S)c1,3.4,x,1.5%,-5.0%,-13.3%,5.3%,-1.3%,u,3.5%,-0.2%,-1.2%
